Bioassay records deposited in PubChem by several laboratories.
PfHsp40 yeast: compounds rescuing yeast from Plasmodium falciparum HSP40 toxicity | S. cerevisiae expressing PfHsp40, growth rescue, ATP luminescence | growth rescue, % at 12.5 µM | 0.68% of 340,000 active; in the data active = growth rescue above about 28%, passing the limit was not always enough; inconclusive = no clear call, values can overlap the other calls;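 note: yeast W303a lacking pdr1 and pdr3 grown in galactose medium; growth measured after three days at 30 °C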
TcdB inh: TcdB glycohydrolase inhibition | P18177 | TcdB glycohydrolase enzymatic assay, plate reader | inhibition, % at 9.99 µM | 0.24% of 350,000 active; in the data active = inhibition above about 10%
PriA SSB inh: blocks PriA binding to SSB C-terminal tail | AlphaScreen SSBct-PriA binding, biotinylated peptide | inhibition, % at 33 µM | 0.6% of 430,000 active | AID 1272365; in the data active = inhibition mostly above about 37%, no sharp cut-off; inactive = mostly below about 20%;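 note: plate controls were negative control peptide for no effect and reference peptide for full effect; strong numbers were not always called active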
DUSP3 inh: DUSP3 (human) phosphatase inhibition; recombinant VHR phosphatase, pNPP absorbance; inhibition, % at 13.3 µM; 0.52% of 290,000 active; AID 1654; in the data active = inhibition above about 50%; note: some compounds called inactive have numbers as strong as hits
Target sequence (P51452 whole entry, looked up): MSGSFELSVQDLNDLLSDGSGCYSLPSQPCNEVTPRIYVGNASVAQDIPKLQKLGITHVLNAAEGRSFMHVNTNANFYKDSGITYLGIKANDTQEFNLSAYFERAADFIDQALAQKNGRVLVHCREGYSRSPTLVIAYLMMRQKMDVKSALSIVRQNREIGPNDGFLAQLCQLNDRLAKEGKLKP
CCHFV vOTU inh: blocks the CCHF virus ovarian tumor domain protease; CCHFV vOTU protease, Pep-AMC fluorescence; inhibition, % at 11.5 µM; 0.55% of 370,000 active; AID 651958; in the data active = inhibition above about 30%; note: 0% = vehicle wells with enzyme and 100% = no enzyme wells
BoNT-A LC inh2: blocks Botulinum neurotoxin A light chain protease. multiplex microsphere protease substrate cleavage, flow cytometry. inhibition, % at 10 µM. 0.17% of 360,000 active. AID 588499; note: plate controls were buffer without enzyme for full effect and enzyme alone for no effect
Vc quorum ag: quorum light induction in luxS cqsA deficient V. cholerae | V. cholerae BH1578 lux reporter, luminescence, 6 h | activation, % at 18.7 µM | 0.16% of 350,000 active; in the data active = activation mostly above about 9.7%, no sharp cut-off; inconclusive = no clear call, values can overlap the other calls; inactive = mostly below about 3.7%; note: not every result past the cut was called active; inactives centre near 0; reference of the scale not given here
Yp Topo-I inh: Y. pestis Topo-I inhibition via cleavage products; Y. pestis Topo-I cleavage product accumulation, plate reader; activity, % at 10 µM; 0.064% of 360,000 active; in the data active = activity above about 50%, passing the limit was not always enough; inconclusive = no clear call, values can overlap the other calls; note: inactives centre near 2
SARS 3CLpro inh: SARS-CoV 3CLpro protease inhibition. P0C6X7. 0.14% of 290,000 active. inhibition, % at 6 µM. recombinant SARS-CoV 3CLpro, quenched FRET peptide cleavage. AID 1706; in the data active = inhibition above about 12%
Anthrax LF inh2: blocks Bacillus anthracis lethal factor protease; P15917; multiplex microsphere protease cleavage assay, LF; inhibition, % at 10 µM; 0.12% of 360,000 active; note: plate controls were buffer without enzyme for full effect and enzyme alone for no effect
Target sequence (P15917 whole entry, looked up): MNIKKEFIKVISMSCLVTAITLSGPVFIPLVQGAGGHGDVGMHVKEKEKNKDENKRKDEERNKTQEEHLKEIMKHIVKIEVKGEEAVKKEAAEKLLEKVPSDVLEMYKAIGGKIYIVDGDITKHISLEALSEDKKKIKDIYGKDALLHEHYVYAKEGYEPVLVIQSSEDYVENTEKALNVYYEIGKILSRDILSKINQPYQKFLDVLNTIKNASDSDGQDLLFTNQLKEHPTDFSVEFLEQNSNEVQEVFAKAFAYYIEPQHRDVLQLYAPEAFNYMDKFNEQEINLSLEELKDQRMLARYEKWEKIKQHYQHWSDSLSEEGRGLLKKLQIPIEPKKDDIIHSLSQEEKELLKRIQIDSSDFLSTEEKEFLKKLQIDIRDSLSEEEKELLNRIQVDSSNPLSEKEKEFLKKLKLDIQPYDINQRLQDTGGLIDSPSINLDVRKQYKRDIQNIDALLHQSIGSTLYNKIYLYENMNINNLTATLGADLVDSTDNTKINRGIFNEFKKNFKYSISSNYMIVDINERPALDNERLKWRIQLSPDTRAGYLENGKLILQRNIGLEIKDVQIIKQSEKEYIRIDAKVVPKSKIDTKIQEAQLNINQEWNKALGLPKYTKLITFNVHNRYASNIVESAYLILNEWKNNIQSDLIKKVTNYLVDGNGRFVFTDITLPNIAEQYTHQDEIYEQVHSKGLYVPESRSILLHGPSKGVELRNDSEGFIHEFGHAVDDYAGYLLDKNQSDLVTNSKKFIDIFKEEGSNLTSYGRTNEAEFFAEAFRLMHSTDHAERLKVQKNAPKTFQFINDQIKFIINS
* marks the source's active call; other numbers are inactive results; i = inactive; ? = inconclusive; . = no result given; + = active, no number; & = joins results of further samples. Cut-off read from the data, not from the text of the source, unless noted: active = inhibition above about 30%; inconclusive = no clear call, values can overlap the other calls; inactive = below that.

Value order: PfHsp40 yeast	TcdB inh	PriA SSB inh	DUSP3 inh	CCHFV vOTU inh	BoNT-A LC inh2	Vc quorum ag	Yp Topo-I inh	SARS 3CLpro inh	Anthrax LF inh2
C/C(=N/Nc1nc(-c2ccccc2F)nc2ccccc12)c1ccccc1O
 : -0.4	1.5	.	13.1	4.1	0.0	-4.2	-5.8	-3.1	-5.6
Cn1nc(C(=O)Nc2ccc(S(=O)(=O)N3CCCC3)cc2)ccc1=O
 : 0.0	.	-7.5	-10.2	-2.5	0.6	-4.8	-11.2	1.9	5.4
COc1cc(NC(=O)CCc2c(C)nn(-c3ccc(N4CCOCC4)nn3)c2C)cc(OC)c1OC
 : 0.4	0.2	4.9	-7.2	7.1	4.8	i	7.0	3.3	1.9
COc1ccc(CNC(=O)COC(=O)c2sccc2C)cc1OC
 : -0.1	-2.3	-6.3	.	-3.8	-1.1	i	0.4	.	-2.9
Cc1cc(C(=O)COC(=O)c2ccc(Br)o2)c(C)n1Cc1ccco1
 : .	0.5	.	1.5	-2.1	.	.	.	3.5	.
Cc1cccc(-c2nc3cc(NC(=O)C4CCCO4)ccc3o2)c1 (stereo not drawn)
 : -1.2	.	-4.6	-3.9	-18.0	-0.7	-0.1	9.8	-0.4	2.3
COC(=O)Cn1c(=O)c(=O)n(CC(=O)OC)c2ccccc21
 : -0.3	-1.5	-6.6	13.1	3.7	0.4	-0.4	-4.7	6.1	-0.3
O=C(CCNc1n[nH]c(=O)[nH]c1=O)N/N=C/c1ccc(C(F)(F)F)cc1
 : -0.3	0.9	.	10.8	-3.6	0.1	-0.3	-6.0	-1.5	0.4
O=C(Nc1ccccc1N1CCCC1)C1CCN(S(=O)(=O)c2ccc(F)cc2)CC1
 : 2.1	1.0	-9.8	.	4.0	0.6	3.7	3.2	.	1.2
O=S(=O)(c1ccc(Cl)nc1)N1CCc2ccccc21
 : -0.7	1.2	-10.6	16.3	3.7	-2.0	-0.5	9.4	-3.0	-9.8
Cc1ccc(N(CC(=O)NCc2ccc(F)cc2)C(=O)c2ccco2)cc1C
 : -0.2	1.3	-5.0	27.7	2.0	-0.8	-0.5	15.1	3.4	0.1
O=C(c1ccccc1S(=O)(=O)NCC(O)COc1ccc([N+](=O)[O-])cc1)N1CCCCC1 (stereo not drawn)
 : 0.5	1.6	3.8	18.9	-4.4	0.0	.	5.0	0.6	-6.4
CC(C)CC(=O)NCCCCc1ccccc1
 : 0.9	-0.4	-11.0	2.3	0.8	-1.1	-0.2	-0.2	-0.8	0.6
CCCn1nnnc1NCc1ccc(OC)cc1OC
 : -0.3	0.6	-2.9	9.4	2.6	0.0	+	-1.4	3.3	-7.1
CCS(=O)(=O)N1CCCC(C(=O)NCC2CCCO2)C1 (stereo not drawn)
 : 2.0	.	-2.8	26.1	6.8	-0.1	i	-0.1	-2.1	-4.9
COc1cccc(NC(=O)CN(C)CC(=O)Nc2ccc(Br)cc2)c1
 : 0.4	0.1	0.0	-12.0	10.6	-1.1	1.1	9.9	1.2	-5.0
COc1cccc(/C=N/NC(=O)c2nnn(-c3nonc3N)c2C(C)C)c1OCc1ccc(F)cc1
 : -0.8	.	.	-3.0	.	1.5	-1.0	-3.2	5.9	-2.1
CCCOP(=O)(c1ccc(N(C)C)cc1)C(O)c1cc(OC)ccc1OC (stereo not drawn)
 : -0.6	0.8	-9.6	1.0	-13.0	-9.6	-0.5	9.8	-0.1	-6.6
O=[N+]([O-])c1ccc(N2CCSCC2)cc1
 : 0.8	0.4	3.5	3.4	13.4	1.3	i	9.3	-3.3	-7.4
O=C(O)CCCCOn1ccnc1
 : -2.1	0.7	-5.5	-9.1	-15.6	-0.6	i	3.5	0.4	-4.8

Rewritten field by field: part of the list above
SMILES: C/C(=N/Nc1nc(-c2ccccc2F)nc2ccccc12)c1ccccc1O
  PfHsp40 yeast: -0.4	TcdB inh: 1.5	PriA SSB inh: .	DUSP3 inh: 13.1	CCHFV vOTU inh: 4.1	BoNT-A LC inh2: 0.0	Vc quorum ag: -4.2	Yp Topo-I inh: -5.8	SARS 3CLpro inh: -3.1	Anthrax LF inh2: -5.6
SMILES: Cn1nc(C(=O)Nc2ccc(S(=O)(=O)N3CCCC3)cc2)ccc1=O
  PfHsp40 yeast: 0.0	TcdB inh: .	PriA SSB inh: -7.5	DUSP3 inh: -10.2	CCHFV vOTU inh: -2.5	BoNT-A LC inh2: 0.6	Vc quorum ag: -4.8	Yp Topo-I inh: -11.2	SARS 3CLpro inh: 1.9	Anthrax LF inh2: 5.4
SMILES: COc1cc(NC(=O)CCc2c(C)nn(-c3ccc(N4CCOCC4)nn3)c2C)cc(OC)c1OC
  PfHsp40 yeast: 0.4	TcdB inh: 0.2	PriA SSB inh: 4.9	DUSP3 inh: -7.2	CCHFV vOTU inh: 7.1	BoNT-A LC inh2: 4.8	Vc quorum ag: i	Yp Topo-I inh: 7.0	SARS 3CLpro inh: 3.3	Anthrax LF inh2: 1.9
SMILES: COc1ccc(CNC(=O)COC(=O)c2sccc2C)cc1OC
  PfHsp40 yeast: -0.1	TcdB inh: -2.3	PriA SSB inh: -6.3	DUSP3 inh: .	CCHFV vOTU inh: -3.8	BoNT-A LC inh2: -1.1	Vc quorum ag: i	Yp Topo-I inh: 0.4	SARS 3CLpro inh: .	Anthrax LF inh2: -2.9

The listing continues.
Value order: PfHsp40 yeast	TcdB inh	PriA SSB inh	DUSP3 inh	CCHFV vOTU inh	BoNT-A LC inh2	Vc quorum ag	Yp Topo-I inh	SARS 3CLpro inh	Anthrax LF inh2
COc1ccccc1C1=NOC(COC(=O)c2ccc(Br)cc2)C1 (stereo not drawn)
 : -0.6	0.5	-13.1	0.1	-5.0	0.9	i	33.4	-1.7	-1.2
COC(=O)c1ccc(COc2cc([N+](=O)[O-])cc3cccnc23)cc1
 : .	0.9	-2.8	9.1	0.8	.	.	.	4.1	.
O=C(Nc1ccccc1)N(CCN1CCOCC1)Cc1ccccc1F
 : -0.5	.	-9.2	1.8	2.6	0.2	.	2.2	3.3	-4.5
Cc1nn(-c2ccccc2)c(C)c1C(=O)OCC(=O)N(C)c1ccccc1
 : -0.5	-0.2	0.5	.	8.7	0.4	2.6	27.4	.	0.4
CCN(C(=O)COC(=O)c1ccccc1O)c1cccc2ccccc12
 : 1.3	0.7	-8.1	.	-5.8	-0.2	0.8	46.4	.	-1.8
O=C(O)c1ccc(NS(=O)(=O)c2ccc(N3CCCC3)c([N+](=O)[O-])c2)cc1
 : -0.2	-6.9	0.3	-16.2	5.9	0.3	0.6	0.6	2.0	9.2
CC1CCCCN1C(=S)NCc1ccccc1 (stereo not drawn)
 : -1.0	0.3	-0.7	21.9	5.2	0.3	-0.3	-4.8	-4.4	1.9
CC(C)NS(=O)(=O)c1cc(F)ccc1CN1C(=O)c2cccnc2C1=O
 : -0.1	-2.3	3.4	-16.5	-10.6	-1.2	i	-4.5	-0.6	-4.8
Clc1ccc(OCCn2cnc3ccccc32)cc1
 : 3.1	.	-15.0&-6.2	22.7	2.7	-0.5	6.2	14.4	-1.1	-0.2
CC1C=CCC2C(=O)N(c3cccc(C(=O)Nc4ccc(Br)cc4)c3)C(=O)C12 (stereo not drawn)
 : -0.1	-0.4	-21.4	14.4	-2.3	-3.4	-0.3	-2.5	7.1	0.5
CN(C)S(=O)(=O)c1cc(C(=O)OCCn2cnc3c2c(=O)n(C)c(=O)n3C)ccc1Cl
 : -1.1	-1.9	-16.0	-11.3	-6.9	-0.3	-0.4	3.0	4.6	-1.8
O=C(COc1ccccc1[N+](=O)[O-])Nc1cccc(S(=O)(=O)NC2=NCCCCC2)c1
 : 0.0	0.5	-15.9	.	-8.7	4.4	1.6	26.7	.	-2.7
S=C(NNC(=S)NC1CC2CCC1C2)NC1CC2C=CC1C2 (stereo not drawn)
 : -1.0	-6.6	-6.3	13.3	6.8	-0.4	2.9	14.6	2.6	-4.1
O=C(O)c1ccc(C=C(c2nc3ccccc3s2)c2nc3ccccc3s2)cc1
 : 13.4	-6.0	9.5	18.5	-4.0	0.5	-0.7	-2.1	1.1	4.0
O=C1CCCCN1CCCC(=O)N1CCCC(Nc2ccc(F)c(F)c2)C1 (stereo not drawn)
 : -1.3	1.2	2.7	2.5	8.1	.	0.4	-5.7	5.8	.
NC(=O)c1ncn([C@@H]2O[C@H](CNCc3cccc4c3sc3ccccc34)[C@@H](O)[C@H]2O)n1
 : -1.1	1.7	-11.3	.	-3.9	-0.3	-0.7	4.1	.	-4.0
CCOC(=O)c1cc(S(=O)(=O)Nc2ccc(OC)cc2OC)cn1C
 : -1.1	1.1	1.7	-12.9	9.6	0.1	-0.2	0.7	1.0	0.8
C[C@H]1COc2cc(N3CCN(Cc4ccccc4F)CC3)ccc2S(=O)(=O)N1
 : .	0.7	.	.	2.5	0.0	.	.	.	-7.8
CCC1(c2ccc(F)cc2)NC(=O)N(CC(=O)N2CCc3ccccc32)C1=O (stereo not drawn)
 : -1.3	0.9	-4.0	.	14.9	-0.7	0.2	5.8	.	1.3
O=C(O)c1c2c(nc3ccccc13)/C(=C/c1cccc([N+](=O)[O-])c1)CCC2
 : -1.4	-10.5	0.1	1.1	26.3	1.1	-0.4	-4.9	0.6	-0.5

A different layout for part of the listing above:
SMILES,PfHsp40 yeast,TcdB inh,PriA SSB inh,DUSP3 inh,CCHFV vOTU inh,BoNT-A LC inh2,Vc quorum ag,Yp Topo-I inh,SARS 3CLpro inh,Anthrax LF inh2
CCOC(=O)c1cc(S(=O)(=O)Nc2ccc(OC)cc2OC)cn1C,-1.1,1.1,1.7,-12.9,9.6,0.1,-0.2,0.7,1.0,0.8
Clc1ccc(OCCn2cnc3ccccc32)cc1,3.1,.,-15.0&-6.2,22.7,2.7,-0.5,6.2,14.4,-1.1,-0.2
CCN(C(=O)COC(=O)c1ccccc1O)c1cccc2ccccc12,1.3,0.7,-8.1,.,-5.8,-0.2,0.8,46.4,.,-1.8
CC1CCCCN1C(=S)NCc1ccccc1 (stereo not drawn),-1.0,0.3,-0.7,21.9,5.2,0.3,-0.3,-4.8,-4.4,1.9
COc1ccccc1C1=NOC(COC(=O)c2ccc(Br)cc2)C1 (stereo not drawn),-0.6,0.5,-13.1,0.1,-5.0,0.9,i,33.4,-1.7,-1.2
C[C@H]1COc2cc(N3CCN(Cc4ccccc4F)CC3)ccc2S(=O)(=O)N1,.,0.7,.,.,2.5,0.0,.,.,.,-7.8

Other structures follow:
Value order: PfHsp40 yeast	TcdB inh	PriA SSB inh	DUSP3 inh	CCHFV vOTU inh	BoNT-A LC inh2	Vc quorum ag	Yp Topo-I inh	SARS 3CLpro inh	Anthrax LF inh2
CCC(C)Sc1ccc([C@@H]2[C@H]3C(=O)N(CC)C(=O)[C@H]3[C@]3(C(=O)OC)CCCN23)cc1OC (stereo partly drawn)
 : 5.4	-0.2	6.0	.	16.5	0.7	i	16.2	.	0.9
COC(=O)c1ccc(/C=N/NC(=S)NCCN2CCOCC2)cc1
 : -1.6	0.5	.	1.5	1.7	-0.4	-1.4	-0.1	1.6	-6.0
C[C@H](NC(=O)[C@@H]1Cc2ccccc2CN1)C(=O)NC1CCCC1
 : 0.1	-5.2	-0.7	17.8	2.7	0.6	-0.3	-5.2	-6.6	0.5
CN(C)CCNC(=O)CNC(=S)N(Cc1ccccc1)Cc1ccccc1F
 : -0.2	-0.2	13.1	1.8	-3.1	-0.2	i	2.9	-3.1	-2.0
Cc1ccc(NC(=O)c2cc(S(=O)(=O)N3CCCCC3)ccc2N2CCOCC2)c(C)c1
 : .	-0.7	.	.	13.3	0.0	i	22.9	.	-0.9
CC(=O)Nc1nnc(SCC(=O)NCCOc2ccccc2)s1
 : -1.2	.	-8.2	-0.8	-11.7	-0.7	.	-2.4	-1.2	-1.7
CN(C)c1cc(-c2ccc(C#N)cc2)oc(=O)c1Cl
 : .	1.3	-16.6	31.6	2.2	-7.4	-0.4	1.4	3.9	?
Cn1c(/N=C/c2cccs2)nc2ccccc21
 : -0.8	-1.5	.	3.3	-9.0	-0.3	i	4.8	-2.6	2.1

Some of the compounds tested; rates above refer to the full screens.
